# Mito fusion act: mitochondrial division inhibition or fusion activation; S. cerevisiae fusion-defective mutant growth rescue, CellTiterGlo 48 h; Potency, µM (doses to about 46.1 µM), inactives show top-dose growth rescue (activation), most hits filed as activators; 0.23% of 320,000 active; AID 485298;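 note: potency is the fitted concentration of half-maximal effect; % of control where 0% means no effect; nearly all actives have a fitted effect of over 45% in size; temperature-sensitive fusion mutants such as fzo1-1 at 37 °C on non-fermentable ethanol glycerol medium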
#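 S. cerevisiae fusion-defective temperature-sensitive mutants (e.g. fzo1-1, mgm1-5) grown 48 h at 37C in YPEG (ethanol/glycerol non-fermentable) medium with 23 nl compound per well; growth rescue read as CellTiterGlo luminescence.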
# BCR signal inh: blocks chronic active B-cell receptor signaling | AID 493014 | ABC-DLBCL IkBa-CBG/CBR reporter, luminescence ratio, 4 h | 0.05% of 340,000 active | Potency, µM (titrated, usually from 46.1 µM), without a hit: at the highest dose ratio change, negative = lower green/red ratio, most hits filed as inhibitors; active = well fitted inhibition curve with a large enough effect in the signal ratio, with a control signal flat, not every such curve was filed as active; inconclusive = small, poorly fitted or top-dose-only effect, or effect the other way, or a change in a side signal; the % refers to the signal ratio;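 note: potency is the fitted concentration of half-maximal effect; plate controls were basal doxycycline-induced cells for no effect and cells given 10 µM MG132 for full effect; MG132 reads +100%, hits lower the ratio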
#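 Doxycycline induced both beetle luciferases in TMD8 lymphoma cells; IKK-driven degradation limits the IkappaBalpha-fused green signal, while red luminescence normalises for cell number and nonspecific effects. Compounds tested up to 46 uM, 4 hrs.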
# S-ASM inh: inhibitors of human secretory acid sphingomyelinase; 0.006% of 340,000 active; Potency, µM (series often up to 57.5 µM), for inactives: at the top dose activity change, negative = inhibition, hits mostly inhibitors; placental ASM, HMU-PC fluorogenic substrate, 60 min; P17405; note: potency is the fitted concentration of half-maximal effect
# Target sequence (P17405 47-631 limits assumed): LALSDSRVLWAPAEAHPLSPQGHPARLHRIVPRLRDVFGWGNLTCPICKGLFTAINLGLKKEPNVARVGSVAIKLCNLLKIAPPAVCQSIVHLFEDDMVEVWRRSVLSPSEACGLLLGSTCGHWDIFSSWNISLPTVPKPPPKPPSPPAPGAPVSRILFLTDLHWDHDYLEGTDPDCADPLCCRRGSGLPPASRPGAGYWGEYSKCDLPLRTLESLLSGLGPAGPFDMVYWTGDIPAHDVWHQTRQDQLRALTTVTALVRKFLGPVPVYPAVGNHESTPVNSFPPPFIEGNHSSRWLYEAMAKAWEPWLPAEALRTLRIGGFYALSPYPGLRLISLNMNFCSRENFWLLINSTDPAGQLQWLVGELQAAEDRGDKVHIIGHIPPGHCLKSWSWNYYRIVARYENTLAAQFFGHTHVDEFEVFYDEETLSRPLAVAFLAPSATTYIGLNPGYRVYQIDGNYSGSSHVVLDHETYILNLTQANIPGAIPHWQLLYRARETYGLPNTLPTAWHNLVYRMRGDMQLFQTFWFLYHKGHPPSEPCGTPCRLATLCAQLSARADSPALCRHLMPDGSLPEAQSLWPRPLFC
#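 Fluorogenic HMU-PC substrate (9 uM final) is turned over by placental ASM in 60 min at 37 C after a 10 min compound preincubation. Reaction ended by alkaline stop (pH 10), with fluorescence read at 386/447 nm.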
# Eya2 inh: inhibitors of human Eya2 phosphatase activity. O00167. recombinant Eya2, OMFP fluorescence dephosphorylation (OMFP is methylfluorescein phosphate). Potency, µM (doses to about 76.9 µM), for inactives: at the top dose activity, negative = inhibition, actives largely listed as inhibitors. 0.006% of 330,000 active. AID 488837; note: potency is the fitted concentration of half-maximal effect; % is set by controls: 0 for no effect and ±100 for the full control effect
#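 Eya2 protein (added as 0.2 uM solution) was preincubated with compound for 10 min at ambient temperature in 50 mM HEPES pH 7.5, 50 mM NaCl, 5 uM MgCl2, 0.05% BSA, 1 mM DTT. OMFP (added at 50 uM) then reacted 10 min; fluorescence read at 485/525 nm.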
# A-T KAP1 phos: candidate therapy for ataxia-telangiectasia; 0.19% of 320,000 active; Potency, µM (doses to about 57.5 µM), for inactives: top-dose activation, most hits filed as activators; […] A-T fibroblasts, KAP-1 phosphorylation AlphaLISA; neocarzinostatin DNA damage 30 min before lysis; AID 485349; note: potency is the fitted concentration of half-maximal effect; % of control where 0% means no effect; nearly all actives have a fitted effect of over 45% in size
#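 ATM-like activity read as KAP-1 phosphorylation via AlphaLISA donor/acceptor antibody pairs after lysis and 6 hr at 25C. Cells were ATM-null patient fibroblasts ([…], hTERT), dosed 60 min, then exposed to the DSB inducer NCS for 30 min.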
# TSG101-PTAP inh: blocks PTAP/TSG101 interaction to inhibit HIV-1 budding; Q99816; Fluorescence polarization, FITC-PTAP peptide / Tsg101 binding; Potency, µM (series often up to 115 µM), inactives show top-dose activity change, negative = inhibition, actives largely listed as inhibitors; 340,000 tested, under 10 active; active = well fitted inhibition curve with a large enough effect in the main read-out, with a control signal flat, not every such curve was filed as active; inconclusive = small, poorly fitted or top-dose-only effect, or effect the other way, or a change in a side signal; inactive = no such curve, though single readings can be large or run the other way; note: potency is the fitted concentration of half-maximal effect; % of control where 0% means no effect
# Target sequence (Q99816 whole entry, looked up): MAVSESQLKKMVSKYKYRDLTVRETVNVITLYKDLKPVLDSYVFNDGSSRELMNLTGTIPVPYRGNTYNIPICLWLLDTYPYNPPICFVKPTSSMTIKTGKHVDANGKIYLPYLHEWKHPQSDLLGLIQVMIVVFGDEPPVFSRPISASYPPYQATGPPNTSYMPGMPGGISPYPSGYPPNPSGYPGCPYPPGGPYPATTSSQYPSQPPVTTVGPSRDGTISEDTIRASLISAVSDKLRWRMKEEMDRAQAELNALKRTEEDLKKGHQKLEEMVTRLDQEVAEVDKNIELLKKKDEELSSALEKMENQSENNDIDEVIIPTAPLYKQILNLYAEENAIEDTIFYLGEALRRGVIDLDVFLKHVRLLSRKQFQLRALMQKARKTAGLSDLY
#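 Compounds were pin-transferred onto Tsg101 binding domain (10 uM final) in HEPES pH 7.5 buffer, then FITC-PTAP peptide was added at 50 nM final. After 20 min at RT, polarization reported peptide displacement across a qHTS concentration series.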
# TCR activator: activates T cell receptor signaling; 330,000 tested, under 10 active; Potency, µM (highest dose often 9.22 µM), without a hit: at the highest dose activation of IL-2 secretion, actives largely listed as activators; primary human leukocytes, anti-CD3, IL-2 HTRF, 48 h; note: % of control where 0% means no effect
#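 Primary human leukocytes incubated 48 hr with anti-CD3 beads plus compound, without co-stimulation. Secreted IL-2 measured by HTRF (europium cryptate/d2 anti-IL-2 pair, 320 nm excitation, 665 nm emission).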
# Tb PFK inh: T. brucei PFK enzyme inhibition. O15648. T. brucei PFK, ADP-Glo luminescence. Potency, µM (doses to about 57.5 µM), without a hit: at the top dose activity, negative = inhibition, actives largely listed as inhibitors. 0.17% of 330,000 active;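 note: potency is the fitted concentration of half-maximal effect; 0% = uninhibited 1x PFK enzyme wells and -100% = no-enzyme wells; nearly all actives have a fitted effect of over 60% in size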
#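 Compounds were pin-transferred as a titration series up to 57 uM into substrate buffer (0.5 mM F6P, 0.1 mM ATP, pH 8.0), then 1.25 nM PFK was added and reactions ran 45 min before ADP-Glo detection.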
# Integrin act MD: activators of alpha7 integrin expression for muscular dystrophy; 0.064% of 350,000 active; Potency, µM (titrated, usually from 38.3 µM), for the others: at the highest dose activation, hits mostly activators; alpha7betagal myoblasts, beta-gal FDG fluorescence, 48 h;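 note: potency is the fitted concentration of half-maximal effect; 100% = response of the positive control SU9516; nearly all actives have a fitted effect of over 60% in size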
#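 alpha7betagal+/- myoblasts (passage 13, 250/well) treated 48 h at 37C with compounds at 1:260 dilution of DMSO stock. Lysed, then beta-galactosidase activity read as FDG fluorescence (ex 480/em 540) after 30 min, with pre-read for autofluorescence.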
# TSHR antagonist: human thyrotropin receptor antagonism; TSHR-expressing cells, TSH-stimulated cAMP HTRF, 2 h; stronger effect = lower value; activity change, negative = inhibition, % at 11.5 µM; 0.2% of 330,000 active; AID 504810;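 active = activity change below a set negative limit, meaning inhibition stronger than a set level, cut at about -70% in these data; inconclusive = activity change between two set negative limits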; note: % is set by controls: 0 for no effect and ±100 for the full control effect
#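 Cell-based HTRF cAMP assay; TSHR cells + compound, TSH EC80 (4nM final), 2 h, 37 deg C. Lysis with anti-cAMP cryptate and cAMP-d2, 30 min RT, read 665/620 nm.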
# ELG1 repair inh: inhibitors of ELG1-dependent DNA repair in HEK293T cells; 2.3% of 330,000 active; HEK293T ELG1-luciferase reporter, luminescence, 16 h; DNA damage induced by 5-fluorouridine; Potency, µM (top dose mostly 46.1 µM), without a hit: at the top dose activity change, negative = inhibition, hits mostly inhibitors; note: potency is the fitted concentration of half-maximal effect; % is set by controls: 0 for no effect and ±100 for the full control effect; nearly all actives have a fitted effect of over 55% in size
#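 Quantitative HTS, concentration-response format. 2,000 cells/well co-treated with 5-fluorouridine and compound, 16 hr in 5% CO2 at 37 °C; ONE-Glo luminescence read after 30 min.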
# The depositor's hits bear a star; ? = inconclusive; . = not tested or not shown; [ ] = dose if it differs, or a comment. Unless noted, calls come from the whole dose curve; as a rule, active = well fitted curve in the direction sought with a large enough effect; inconclusive = small, poorly fitted or top-dose-only effect, or another doubt; inactive = no such curve, though single readings can be large; an effect the other way counts as inactive or inconclusive.
SMILES,Mito fusion act,BCR signal inh,S-ASM inh,Eya2 inh,A-T KAP1 phos,TSG101-PTAP inh,TCR activator,Tb PFK inh,Integrin act MD,TSHR antagonist,ELG1 repair inh
COc1ccc(N(C(=O)Cc2cccs2)C2C=CS(=O)(=O)C2)cc1 (centres undefined),0.3%,2.0%,4.2%,-2.8%,1.0%,-2.1%,-5.2%,-5.5%,0.0%,6.4,4.7%
CNS(=O)(=O)c1ccc(C)cc1,-6.2%,1.3%,5.7%,13.2%,.,-6.2%,-0.6%,-4.3%,?,-2.7,9.6%
COc1cccc(N2CCN(C3CC(=O)N(c4ccc(F)c(Cl)c4)C3=O)CC2)c1 (centres undefined),-0.6%,2.3%,-2.7%,-12.4%,-2.1%,-7.6%,-7.6%,-21.0%,-14.0%,7.8,-5.1%
CCOC(=O)NC(=O)/C(C#N)=N\Nc1cccc(Cl)c1,?,?,-11.2%,-1.2%,39.3%,2.2%,-2.3%,1.5%,6.1%,-11.8,?
CC(C)C(NC(N)=O)C(=O)NC1CCCCC1 (centres undefined),1.3%,-3.7%,.,-2.2%,3.1%,.,.,-8.8%,.,2.8,6.5%
COc1ccccc1Oc1ncnc2sccc12,-6.0%,2.2%,9.5%,-14.7%,1.9%,-0.6%,-1.1%,3.6%,-15.6%,1.6,20.6%
COc1ccc(CN2C(=O)c3ccccc3C2=O)cc1C(=O)N(C)CC(=O)Nc1ccc(F)cc1,-0.9%,?,0.2%,5.3%,0.6%,-2.7%,3.3%,0.2%,-11.1%,2.3,-10.5%
Cc1ccc(C)c(N2CN(Cc3ccco3)CNC2=S)c1,-3.9%,3.6%,1.0%,1.8%,-2.4%,-5.9%,3.2%[46.1 µM],-3.7%,14.3%,20.1,2.3%
COc1ccc(/C=N/Nc2nc3ccccc3[nH]2)c(OC)c1OC,5.1%,-14.6%,9.2%,8.3%,-13.9%,-4.2%,0.6%,2.6%,-2.7%,1.8,?
CN1C(=O)C(=O)/C(=C(/O)c2ccc(Br)cc2)C1c1ccc(Cl)cc1 (centres undefined),0.5%,4.9%,-1.6%,14.2%,3.4%,-0.3%,3.8%,-2.5%,-22.3%,-1.6,?
COc1ccc(Nc2nc3c(c(=O)n(C)c(=O)n3C)n2CCO)cc1,-0.7%,-2.2%,10.6%,-2.2%,0.9%,-1.7%,3.8%,1.1%,6.1%,-1.7,6.2%
CC(=O)c1c(C)nc2sc3c(=N)n(N)cnc3c2c1-c1ccc(Cl)cc1,.,-0.9%,0.2%,9.1%,-6.9%,-0.6%,-1.7%[46.1 µM],-5.9%,20.6%,12.3,?
Cc1ccc(N2C(=O)CSC2c2cccnc2)c(Cl)c1 (centres undefined),2.0%,?,3.6%,14.5%,14.6%,0.5%,-2.5%,-20.6%,13.0%,15.5,-21.7%
COC(=O)/C(=C/Nc1ccccc1)[N+](=O)[O-],-2.8%,2.5%,2.1%,17.1%,0.5%,-2.8%,8.4%,1.3%,-25.9%,2.8,-0.6%
CCCOC(=O)c1ccc(Cl)c(NC(=O)c2cccnc2)c1,-5.3%,-21.8%,.,2.1%,0.2%,.,.,-4.6%,.,4.3,0.4%
CCn1nc(NC(=O)CC(C)C)c2cc3ccc(C)cc3nc21,17.6%,6.4%,186.7%[activator],?,20µM*,1.0%,-20.8%,-0.9%,12.1%,2.4,-36.2%
CCc1ccc(C2CC(=O)N(c3ccc(F)cc3)C3=C2C(=O)OC3)cc1 (centres undefined),1.1%,13.1%,2.5%,-6.0%,5.6%,-2.6%,10.4%,-1.8%,2.1%,32.4,8.7%
CC1(C)CC(=O)C(N=Nc2ccc(S(=O)(=O)N3CCOCC3)cc2)=C(O)C1,-7.9%,-0.3%,-3.6%,-0.7%,10.5%,-3.6%,-6.0%,-6.3%,-17.0%,21.7,-27.4%
CN(C)S(=O)(=O)n1cnc(C(CCO)c2ncn(S(=O)(=O)N(C)C)c2CCCO)c1 (centres undefined),-6.8%,-8.6%,2.6%,-1.3%,15.4%,-0.1%,4.1%,3.3%,-15.7%,-27.2,?
CCOC(=O)N1CCC(NC(=O)c2cc(S(=O)(=O)NCCc3ccccc3)ccc2F)CC1,-3.6%,-0.5%,.,-6.9%,12.9%,0.2%,-1.2%,8.7%,5.9%,5.3,-24.2%
O=C(Nc1ccc(O)c2c(=O)cc(-c3ccccc3Cl)oc12)c1cccs1,19.7%,-4.1%,-13.0%,-5.4%,-13.5%,-2.2%,-2.6%,0.6%,0.0%,1.5,6.5%
CCCc1[nH]nc2c1C1(C(=O)N(C(C)C)c3ccccc31)C(C#N)=C(N)O2 (centres undefined),-0.9%,0.9%,1.2%,-5.0%,2.8%,0.9%,-2.3%,0.3%,10.3%,-5.4,13.4%
Cc1ccc(C(=O)Nc2sc(C(=O)N(C)C)c(C)c2C#N)cc1,5.1%,5.7%,-1.4%,6.4%,-14.8%,1.3%,-16.2%[46.1 µM],-0.3%,17.2%,-7.3,0.9%
CCC1C(=O)N(C)CCc2ccccc21 (centres undefined),.,-5.7%,1.0%,-1.7%,1.3%,-11.4%,-2.3%[46.1 µM],1.2%,19.2%,2.2,?
Cn1nc(C(F)(F)F)cc1C(=O)Nc1ccc(-c2ccno2)cc1,3.7%,-14.5%,-0.3%,3.7%,1.2%,-4.6%,10.3%,-1.2%,0.0%,-5.6,13µM*
COc1ccccc1N1CCN(C(=O)c2sc3nc(-c4ccc(F)cc4)cn3c2C)CC1,?,?,?,0.4%,5.8%,-0.3%,-8.1%,1.2%,16.8%,-11.4,18.4µM*
O=C(CSc1nnc(-c2ccco2)n1CC1CCCO1)NC1CCCC1 (centres undefined),-8.2%,1.2%,-4.9%,-11.0%,11.6%,2.2%,-1.1%,-0.3%,2.6%,18.1,4.8%
Cc1ccc(C(=O)NC2CC3CCCC(C2)N3C(=S)NCc2ccco2)cc1 (centres undefined),0.7%,-19.5%,-1.2%,14.8%,1.5%,-1.0%,-1.6%,-4.3%,-8.0%,-12.2,?
O=C(N/N=C/c1cc2c(cc1Cl)OCO2)c1ccc2c(c1)OCCO2,3.2%,?,-1.6%,3.7%,-5.1%,-4.1%,-1.3%,-1.2%,-32.6%[inhibitor],1.3,?
C/C(=N\O)C(C)NC(=O)c1ccccc1 (centres undefined),1.5%,3.2%,-0.2%,4.5%,5.7%,-2.3%,6.3%[46.1 µM],1.6%,19.1%,8.2,4.9%
O=C(CCC1CCCCC1)N1CCN(Cc2ccc3c(c2)OCO3)CC1,16.9%,1.2%,2.1%,-10.7%,5.2%,-3.4%,-5.2%,-0.1%,-28.0%,-9.8,?
COc1cc(/C=N/NC(=O)c2cccc(S(=O)(=O)N3CCCC3)c2)cc(OC)c1O,-3.0%,?,-0.5%,-34.0%,3.6%,-3.1%,3.6%,-26.6%,-13.3%,2.0,2.0%
Cn1c(=O)[nH]c(=O)c2c1nc(SCCO)n2CCCc1ccccc1,1.2%,0.5%,-4.9%,-16.7%,4.4%,-11.2%,2.3%,-3.7%,8.8%,-5.0,15.1%
CN(C)c1nccc(Nc2ccccc2)c1C#N,4.7%,-3.7%,1.1%,-5.5%,14.2%,-3.7%,-1.2%,2.4%,-32.8%,-8.1,10.7%
CCOc1ccc(NC(=O)CN2C(=O)NC(C)(c3ccc(OC(F)F)cc3)C2=O)cc1 (centres undefined),-13.0%,?,4.0%,-13.0%,0.9%,6.1%,-3.9%,4.0%,-65.0%[inhibitor],-0.5,?
Cc1cc(Cl)ccc1C(=O)C1CCCN(C(=O)c2cc(C(C)C)no2)C1 (centres undefined),19.8%,?,4.2%,1.9%,3.1%,-7.0%,-2.1%,-3.3%,?,2.0,-10.4%

# Screening results as filed in PubChem BioAssay.
